Source: PubChem
T cell HTS = T cell immune modulators affecting CD8 T cell-vesicle binding; 2C CD8+ T cell-vesicle binding, flow cytometry; stronger effect = lower value; calls only at 7 µM; actives 0.068% (n = 330,000); AID 2052;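 active = response, share of CD8 T cells binding vesicles, and their 90th percentile fluorescence all below set limits, cut at about 80% in these data, passing the limit was not always enough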
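incubation = binding step 1.5 h, 37 °C, antibody labelling 20 min, ice | test system = 2C mouse CD8+ T cells | read-out basis = percent CD8+ FL2 mean versus row control | controls = Peptide-free naked vesicles (low) and QL9 vesicles with 0.7% DMSO vehicle (high) | detection = flow cytometry of vesicle-bound cells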
T cell HTS vesicle-bound % = second read-out of T cell HTS, no call of its own (marks repeat the call); double positive events, %; measured here: CD8+ vesicle-bound cell fraction;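 binding gate set so that unloaded-vesicle control wells show 10% double positive cells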
The depositor's hits bear a star; i = inactive. Only part of the results is shown, so the mix of outcomes need not match the whole.

T cell HTS,T cell HTS vesicle-bound %,SMILES
i,51,O=C(CSc1nnc2ccccn12)NNC(=O)c1cccc(Cl)c1
i,25,CSc1nc(=S)n(-c2ccccc2)c(C)c1C(C)=O
i,33,Cc1cc(NC(=O)COC(=O)C2=NN(c3ccccc3)C(=O)CC2)c([N+](=O)[O-])cc1C
i,40,CC(=O)c1ccc(OCCCC(=O)Nc2ccc3c(c2)OCCO3)cc1
i,39,COc1ccc(CS(=O)(=O)c2ncn[nH]2)cc1
i,36,COc1c[nH]n(-c2ccccc2)c(=O)c1=O
i,5,CCN(C[C@H]1N[C@@](CC)(C(=O)OC)[C@H]2C(=O)N(C)C(=O)[C@@H]12)S(=O)(=O)c1ccc(C(F)(F)F)cc1
i,38,COc1cccc(C(=O)N(Cc2ccco2)c2c(N)n(Cc3ccccc3)c(=O)[nH]c2=O)c1
i,29,Cc1ccc(NC(=O)CCCN2C(=O)NC(C)(C)C2=O)cc1
i,26,CCN1/C(=C2/SC(=S)N(C)C2=O)C=Cc2cc(C)ccc21
i,8,COc1ccc(NC(=O)COC(=O)c2cc(=O)c3ccccc3o2)cc1OC
i,24,O=C1CCC(C(=O)OC(C(=O)Nc2cc(Cl)cc(Cl)c2)c2ccccc2)=NN1 (stereo not drawn)
i,54,CC(=O)c1ccc(N2CCN(C(=O)c3ccc(S(=O)(=O)NCc4ccco4)cc3)CC2)cc1
i,26,CCN(Cc1nc2cc(Cl)ccc2c(=O)[nH]1)C(=O)c1cccc(NC(=O)c2cccs2)c1
i,24,C[C@]12C(=O)N(c3ccc(Br)cc3)C(=O)N1[C@H]1c3ccccc3OC[C@@H]1[C@H]2c1ccccc1
i,17,Cc1cccc(N2CCN(S(=O)(=O)c3ccc(Cl)nc3)CC2C)c1 (stereo not drawn)
i,43,CC(C)CN(C(=O)CSc1nc(N)cc(N)n1)C1CCS(=O)(=O)C1 (stereo not drawn)
i,31,COC(C[C@@H]1O[C@@H]1C(=O)[C@H](C)OCc1ccccc1)OC
i,24,C=CCC[C@H](Cc1ccc(F)cc1)C(=O)OC[C@@H](NC(=O)[C@H](CC=C)CC(=O)NCCO)C(C)(C)C
i,13,Cc1cnc(C(=O)OC(C(=O)c2ccccc2)c2ccccc2)cn1 (stereo not drawn)
i,16,CC1CCCC(NC(=O)C2COc3ccccc3O2)C1C (stereo not drawn)
i,21,CCC(CO)Oc1cc(NC(=O)c2ccccc2[N+](=O)[O-])c2ncn(C(C)C)c2c1 (stereo not drawn)
i,39,COc1ccccc1NC(=O)CN1C(=O)NC2(CCCc3ccccc32)C1=O (stereo not drawn)
i,42,Cc1cccc(C)c1NC(=O)CNC(=O)CCCN1C(=O)c2cccc3cccc(c23)C1=O
i,48,O=S(=O)(c1ccc2nnn(O)c2c1)N1CCOCC1

Looked up by structure from the list above, two records:
T cell HTS,T cell HTS vesicle-bound %,SMILES
i,31,COC(C[C@@H]1O[C@@H]1C(=O)[C@H](C)OCc1ccccc1)OC
i,25,CSc1nc(=S)n(-c2ccccc2)c(C)c1C(C)=O

Rewritten as labelled records: part of the list above.
CCC(CO)Oc1cc(NC(=O)c2ccccc2[N+](=O)[O-])c2ncn(C(C)C)c2c1 (stereo not drawn)
  T cell HTS: i | T cell HTS vesicle-bound %: 21
COc1ccccc1NC(=O)CN1C(=O)NC2(CCCc3ccccc32)C1=O (stereo not drawn)
  T cell HTS: i | T cell HTS vesicle-bound %: 39
Cc1cccc(C)c1NC(=O)CNC(=O)CCCN1C(=O)c2cccc3cccc(c23)C1=O
  T cell HTS: i | T cell HTS vesicle-bound %: 42

The main list resumes with the seven entries that preceded the break.
T cell HTS,T cell HTS vesicle-bound %,SMILES
i,24,C=CCC[C@H](Cc1ccc(F)cc1)C(=O)OC[C@@H](NC(=O)[C@H](CC=C)CC(=O)NCCO)C(C)(C)C
i,13,Cc1cnc(C(=O)OC(C(=O)c2ccccc2)c2ccccc2)cn1 (stereo not drawn)
i,16,CC1CCCC(NC(=O)C2COc3ccccc3O2)C1C (stereo not drawn)
i,21,CCC(CO)Oc1cc(NC(=O)c2ccccc2[N+](=O)[O-])c2ncn(C(C)C)c2c1 (stereo not drawn)
i,39,COc1ccccc1NC(=O)CN1C(=O)NC2(CCCc3ccccc32)C1=O (stereo not drawn)
i,42,Cc1cccc(C)c1NC(=O)CNC(=O)CCCN1C(=O)c2cccc3cccc(c23)C1=O
i,48,O=S(=O)(c1ccc2nnn(O)c2c1)N1CCOCC1
i,7,CCc1noc(C)c1C(=O)OCC(=O)NC(C)c1ccccc1 (stereo not drawn)
i,52,COc1ccc(S(=O)(=O)N2CCCCC2)cc1NC(=O)C1CC1
i,4,CC1=C(C/C=C(\C)CCC[C@H](C)CCC[C@H](C)CCCC(C)C)C(=O)c2ccccc2C1=O
i,10,CCC(CO)Oc1cc(NC(=O)c2cccc([N+](=O)[O-])c2)c2ncn(C(C)C)c2c1 (stereo not drawn)
i,48,CCOc1ccccc1C(=O)NC(C)CCc1ccccc1 (stereo not drawn)
i,43,Cc1c(C(=O)NCc2ccccc2CN2CCCC2)oc2ccc(F)cc12
i,48,O=C(CCNC(=O)c1ccco1)NCc1ccc(F)cc1
i,36,CC(=O)C[C@@H](O)CC(=O)[C@H]1OC(=O)CCCCCCc2ccccc21
i,17,COc1cc(C(=O)NNC(=O)c2ccc(F)cc2)ccc1OCC(=O)N1CCOCC1
i,37,Cc1ccc(NC(=O)CN2CCOCC2)cc1S(=O)(=O)N1CCCCC1
i,15,O=C(Nc1nccs1)c1ccc(COc2c(F)c(F)cc(F)c2F)o1
i,44,COc1cc(F)c(C2=CC(=O)C[C@H](c3ccc4c(c3)OCO4)C2)cc1F
i,21,Cc1ccsc1C(=O)OCC(=O)N(Cc1ccccc1)C(C)C
i,10,CCN(C[C@H]1N[C@@](Cc2ccccc2)(C(=O)OC)[C@H]2C(=O)N(Cc3ccccc3)C(=O)[C@@H]12)S(=O)(=O)c1ccc(OC)cc1
i,20,O=C(COC(=O)c1ccc(F)c(S(=O)(=O)N2CCOCC2)c1)c1ccccc1
i,34,CC1CN(C(=O)COC(=O)Cc2c(F)cccc2Cl)CC(C)O1 (stereo not drawn)
i,35,O=C(NCC(=O)N1CCN(C/C=C/c2ccccc2)CC1)c1ccc(OC(F)F)cc1
i,21,CCc1ccccc1OCC(=O)Nc1cccc(S(=O)(=O)NCc2ccco2)c1
i,41,COc1ccc([C@H]2CC(=O)C=C(c3ccc4c(c3)sc3ccccc34)C2)cc1
i,35,COc1cccc(C2=CC(=O)C[C@H](c3ccc(F)cc3)C2)c1
i,40,CC(=O)N1CCN(CCS(=O)(=O)c2ccc(Br)cc2)CC1
i,50,CC(Sc1nnc(-c2ccco2)n1-c1ccccc1)C(=O)NCC1CCCO1 (stereo not drawn)
i,42,Cn1cnc(C(=O)N2CCN(C(=O)OC(C)(C)C)CC2)c1C(=O)N1CCN(C(=O)OC(C)(C)C)CC1
i,37,CCOC(=O)C1=C(COC(=O)C2CC(=O)N(c3ccc(CC)cc3)C2)NC(=O)NC1C (stereo not drawn)
i,4,CCN(CC(=O)Nc1ccc(OC)cc1)C(=O)c1ccc2[nH]c3c(c2c1)CC(C)CC3 (stereo not drawn)
i,36,O=C(CCCOc1ccccc1)Nc1cccc(S(=O)(=O)N2CCOCC2)c1
i,28,FC(F)(F)c1nnc2ccc(N3CCCCC3)nn12
i,31,COc1ccc(OC)c(S(=O)(=O)Nc2c(C)nn(C)c2C)c1
i,38,Cc1ccc(CSc2ccc(S(=O)(=O)N3CCOCC3)cn2)cc1
i,48,CCN(CC(=O)Nc1c(F)cccc1F)C(=O)Cc1c[nH]c2ccccc12
i,33,C=CC[C@]12CCc3ccccc3C1N(c1ccc(C(=O)OCC)cc1)C2=O (stereo partly drawn)
i,28,CC(C)Cn1c(=O)c(C(=O)Nc2ccncc2)c(O)c2ccccc21
i,25,CSc1ccc(/C=C/C(=O)OCC(=O)N2CCN(S(=O)(=O)c3ccc(C)cc3C)CC2)cc1
i,42,O=C(O)[C@@H]1CCCN(S(=O)(=O)c2cccc3cccnc23)C1
i,34,Cc1c(Cl)cnc(NC(=O)COC(=O)[C@H](C)NC(=O)c2ccccc2)c1Cl
i,38,O=S(=O)(O)c1cnccc1Nc1cccc(C(F)(F)F)c1
i,30,CCN(CC)CCCN1C(=O)C(=O)/C(=C(/O)c2ccc(OC)cc2)C1c1ccco1 (stereo not drawn)
i,25,Cc1c(C(=O)NCC(C)(C)N2CCOCC2)oc2ccccc12
i,39,O=C(NC(=S)Nc1ccccc1CO)C1CCCCC1
i,8,COc1cc(NC(=O)c2ccc(-c3cccc(F)c3)o2)ccc1NC(=O)c1ccccc1Cl
i,31,CCOC(=O)c1c(C)[nH]c(C(=O)OCC(=O)N(C)c2c(N)n(Cc3ccccc3)c(=O)[nH]c2=O)c1C
i,10,C=CCSc1nnc(-c2cccc3ccccc23)o1
i,39,CC(C#N)N1CCN(S(=O)(=O)c2ccc3c(c2)CCC3)CC1 (stereo not drawn)
i,48,Cc1cc(C)c(C#N)c(SCC(=O)Nc2c(C)n(C)n(-c3ccccc3)c2=O)n1
i,29,CC1CCCN(C(=O)c2ccc(Br)c(S(=O)(=O)N3CCOCC3)c2)C1 (stereo not drawn)
i,4,COc1cccc(N2[C@@H](CC(=O)O)c3ccc(/C=C/C(=O)O)cc3S2(=O)=O)c1
i,34,Cc1cc(Br)ccc1NC(=O)CN(C)C(=O)CSC(=S)N1CCCC1
i,15,COc1ccc(NC(=O)Nc2cccc3c2O[C@H](CN(C)C(=O)NC(C)C)[C@@H](C)CN([C@H](C)CO)C3=O)cc1
i,46,CC(C)c1ccc(S(=O)(=O)Nc2ccc3c(c2)OCO3)cc1
i,43,CN(C)S(=O)(=O)c1ccc(N2CCCC2)c(C(=O)NCC(=O)Nc2ccc(F)c(F)c2)c1

Further compounds:
T cell HTS,T cell HTS vesicle-bound %,SMILES
i,8,CCCCC1(C)NC(=O)N(CC(=O)N2CCc3ccccc32)C1=O (stereo not drawn)
i,12,O=C(C[C@@H]1C/C=C/CC[C@@H](Cc2ccc(F)cc2)C(=O)O[C@H](c2ccccc2)CNC1=O)NCCO
i,25,CNc1snc(C)c1C(=O)OCC(=O)N(C)Cc1ccccc1
i,28,CCCn1c(N)c(C(=O)CN(C)CC(=O)Nc2ccccc2CC)c(=O)[nH]c1=O
i,42,COc1cccc(/C=C/C(=O)OCC(=O)NC2CC2)c1OC
i,32,COc1ccc(-c2c(C#Cc3ccsc3)c3cc(-c4ccc5cc[nH]c5c4)ccc3n2C)cc1
i,45,COc1ccc(NC(=O)CCOc2ccc(C)cc2)cc1S(=O)(=O)N1CCOCC1
i,42,COc1ccc(NC(=O)CC2CC3CCC2C3)cc1S(=O)(=O)N1CCOCC1 (stereo not drawn)
i,43,COc1ccc(S(=O)(=O)N2CCOCC2)cc1NC(=O)c1cccs1
i,34,COc1cc(/C=N/n2c(C3CCCCC3)n[nH]c2=S)cc(OC)c1O
i,35,CCC(=O)c1ccc(OCC(=O)Nc2ccc(N3CCCCC3)cc2)cc1
i,6,CC(C)(C)c1ccc(NC(=O)COC(=O)c2ccc(CN3CCCC3=O)cc2)cc1
i,12,Cc1ccc(C2(C)NC(=O)N(CC(=O)N(C)CC(=O)Nc3cccc(F)c3)C2=O)cc1 (stereo not drawn)
i,51,Cc1ccc(S(=O)(=O)N2CCC[C@H]2C(=O)Nc2ccc(F)cc2C)cc1
i,50,Cc1ccc(SCC(=O)Nc2cccc(S(=O)(=O)N3CCOCC3)c2)cc1C
i,29,CC1CC(C)CN(C(=O)c2cccc(N3C(=O)c4ccccc4C3=O)c2)C1 (stereo not drawn)
i,53,Cc1cc(C(=O)COC(=O)c2ccc(NC(=O)CC#N)cc2)c(C)n1-c1ccc(OC(F)F)cc1
i,32,CC(=O)c1ccc(S(=O)(=O)N2CCN(CC(=O)Nc3ccccc3C(=O)NC3CC3)CC2)cc1
i,43,CSc1ncccc1C(=O)OCC(=O)c1[nH]c(C)c(C(C)=O)c1C
i,29,CCOC(=O)C(C)(C)Oc1cccc2c1S(=O)(=O)c1ccccc1-2
i,19,COc1ccc(CCNC(=O)COC(=O)c2ccccn2)cc1
i,28,COc1ccc(NC(=O)COC(=O)CN2C(=O)C3CCCCC3C2=O)cc1OC (stereo not drawn)
i,48,COc1ccccc1NS(=O)(=O)c1ccc(C)c(C(=O)N2CCCC2)c1
i,14,Cc1ccccc1NC(=O)Cc1nc(COC(=O)c2cc(Br)ccc2O)cs1
i,36,CN(C(=O)COC(=O)c1cccnc1Cl)C1CCCCC1
i,13,O=S(=O)(c1ccc(SCc2ccccc2F)nc1)N1CCCC1
i,37,CC(NC(=O)COC(=O)c1ccccc1O)C1CC2CCC1C2 (stereo not drawn)
i,45,O=C(NCc1ccc(Cl)cc1)C1CCCN(C(=O)c2ccc(Cl)cc2)C1 (stereo not drawn)
i,28,CC(=O)c1cccc(NC(=O)c2ccc(OCc3c(C)noc3C)cc2)c1
i,23,C[C@H]1CN(S(=O)(=O)c2c(F)cccc2F)CCN1S(=O)(=O)c1ccc2c(c1)OCCO2
i,30,O=C1c2ccccc2NC(c2ccccc2)N1Cc1ccccc1 (stereo not drawn)
i,23,CN(Cc1ccccc1)C(=O)COC(=O)CCC(=O)c1ccc(Cl)cc1
i,47,O=C(COC(=O)c1cccnc1Cl)NCCc1ccc(F)cc1
i,46,Cc1cccc(C(=O)NCC(=O)N2CCN(c3ccccn3)CC2)c1
i,5,CS(=O)(=O)c1ccc(-c2sc3ccccc3c2C#CCCO)cc1
